Source: PubChem
G6PDH counter = L. mesenteroides G6PDH inhibition counter-screen; Purified L. mesenteroides G6PDH, diaphorase/resazurin coupled fluorescence, 45 min; inhibition, % at 5 µM; 200,000 tested, 0.12% active; in the data active = inhibition above about 50%
FLuc stim CS = firefly luciferase counter-screen for stimulation assays | P08659 | ATPlite luciferase biochemical, luminescence, 10 min; 0 = ATP-free wells, 1 = DMSO control | 200,000 tested, under 10 active | AID 1027 | activation factor at 10 µM;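 active = luciferase activation factor, scaled between plate controls, of at least 2 with compound at 10 µM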
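Assay system: Luciferase/luciferin detection reagent, cell-free biochemical luciferase assay / Read-out: luciferase activation / Benchmarks: No-ATP low control, compound-free enzyme-plus-ATP high control / Medium: PBS buffer for ATP / Detection: luminescence measurement of luciferase light output / Schedule: 10 min at ambient temperature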
PMI act satM6P = PMI (human) activation, high substrate; P34949; coupled PMI enzyme assay, resazurin fluorescence, 20 min; stronger effect = higher value; 1 = untreated enzyme, 0 = substrate-free blank; activation factor at 20 µM; 190,000 tested, 0.34% active; AID 1216;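 active = activation factor of 2 or more at 20 µM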
Target sequence (P34949 whole entry, looked up): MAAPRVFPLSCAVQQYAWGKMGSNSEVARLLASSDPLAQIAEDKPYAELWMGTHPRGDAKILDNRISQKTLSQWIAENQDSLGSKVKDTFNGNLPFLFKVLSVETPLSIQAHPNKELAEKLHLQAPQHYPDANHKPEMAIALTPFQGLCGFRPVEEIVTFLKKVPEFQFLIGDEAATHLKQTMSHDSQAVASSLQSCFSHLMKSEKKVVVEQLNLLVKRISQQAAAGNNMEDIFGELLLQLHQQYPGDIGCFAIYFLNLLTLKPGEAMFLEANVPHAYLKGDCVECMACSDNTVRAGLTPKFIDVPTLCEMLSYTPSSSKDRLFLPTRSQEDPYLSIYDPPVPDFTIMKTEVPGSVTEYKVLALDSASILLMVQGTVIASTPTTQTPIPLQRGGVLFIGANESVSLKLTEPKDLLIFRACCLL
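Material: human phosphomannose isomerase with PGI, G6PDH, diaphorase coupling enzymes; amount: PMI at 15 ng/mL final; also added: Mannose-6-phosphate 1.0 mM (near-saturating) plus 0.22 mM NADP+; incubation: enzyme reaction with compound 20 min at room temperature; signal: resorufin fluorescence (Ex 544/Em 590 nm) from resazurin via diaphorase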
HMGR II inh = inhibitors of class II HMG-CoA reductase from Enterococcus faecalis; AID 1066; 190,000 tested, 0.41% active; inhibition, % at 10 µM; purified E. faecalis HMGR, NADPH absorbance 340 nm kinetic;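 active = inhibition above a set limit, the median over all tested compounds plus 3 SD, cut at about 9.5% in these data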;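 note: enzyme runs in reverse so mevalonate oxidation gives rising NADPH absorbance; 0% = complete reaction with DMSO and 100% = background rate lacking mevalonate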
TNAP inh hi DEA = TNAP (human) inhibition, high acceptor | P05186 | purified TNAP, CDP-star luminescence, 1 M DEA | inhibition, % at 20 µM | 200,000 tested, 0.03% active | AID 1135;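 active = over 50% inhibition of tissue-nonspecific alkaline phosphatase at 20 µM in the single-dose screen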;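 note: plate controls were DMSO wells for no effect and EDTA-quenched wells as full inhibition for full effect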
Target sequence (P05186 whole entry, looked up): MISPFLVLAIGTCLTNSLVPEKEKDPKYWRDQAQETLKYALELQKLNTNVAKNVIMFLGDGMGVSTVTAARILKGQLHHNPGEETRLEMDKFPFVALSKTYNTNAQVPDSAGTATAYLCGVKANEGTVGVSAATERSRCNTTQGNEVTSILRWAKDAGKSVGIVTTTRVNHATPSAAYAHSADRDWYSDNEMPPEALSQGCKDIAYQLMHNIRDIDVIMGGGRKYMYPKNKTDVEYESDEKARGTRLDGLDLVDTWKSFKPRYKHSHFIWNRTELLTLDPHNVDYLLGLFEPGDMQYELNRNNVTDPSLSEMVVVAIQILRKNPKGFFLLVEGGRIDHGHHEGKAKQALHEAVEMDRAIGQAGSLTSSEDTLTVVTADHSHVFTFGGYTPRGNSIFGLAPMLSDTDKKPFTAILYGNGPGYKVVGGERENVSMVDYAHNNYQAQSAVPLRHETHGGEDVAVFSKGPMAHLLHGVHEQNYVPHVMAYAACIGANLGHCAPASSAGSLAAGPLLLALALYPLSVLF
Diaphorase act = activates diaphorase or chemically reduces, flagging diaphorase assay artifacts | Diaphorase/resazurin coupled assay, resorufin fluorescence, 16 min; stronger effect = higher value; 1 = vehicle wells, 0 = NADH-free wells | activation factor at 20 µM | 190,000 tested, 0.005% active | AID 1229;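 active = diaphorase activity raised at least twofold by the compound at 20 µM; inactive = activation factor below 2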
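Material: Clostridium kluyveri diaphorase, purified enzyme; Quantity: enzyme 0.07 U/mL final; Medium: HEPES pH 7.4 buffer with MgCl2 and Tween 20; Dosing: single compound dose of 20 µM, 1% DMSO final; Schedule: 16 min reaction at room temperature; Measured by: red resorufin fluorescence at 544/590 nm excitation/emission.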
TNAP inh no acc = inhibitors of human TNAP without phosphate acceptor. 200,000 tested, 0.26% active. P05186. purified TNAP, CDP-star luminescence, 30 min. inhibition, % at 20 µM;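 active = tissue-nonspecific alkaline phosphatase inhibition above about 50% at 20 µM in the single-dose screen, limit read from the data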;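 note: 0% = DMSO negative control and 100% = EDTA positive control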
PMI activator = phosphomannose isomerase (human) activation; activation factor at 20 µM; purified human PMI, coupled resazurin fluorescence, 20 min; stronger effect = higher value; 1 = vehicle control, 0 substrate-free wells; P34949; AID 1214; 190,000 tested, 0.005% active;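 active = activation factor of 2 or more at 20 µM, relative to plate controls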
Diaph inh CS = diaphorase inhibition or chemical oxidation counter-screen. diaphorase resazurin-to-resorufin fluorescence, NADH, 16 min; bacterial (C. kluyveri) enzyme, not human. AID 1217. 190,000 tested, 0.69% active. inhibition, % at 20 µM;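 active = primary screen inhibition at 20 µM above a set limit, cut at about 50% in these data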;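 note: plate controls were DMSO with full reaction for no effect and wells lacking NADH for full effect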
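System: Diaphorase enzyme from Clostridium kluyveri | Amount: Enzyme working solution with 0.14 U/mL diaphorase | Benchmarks: No-NADH positive control and DMSO neutral control | Signal: Fluorescence of resorufin formed from resazurin, Ex 544/Em 590 nm | Schedule: 16-min room-temperature incubation before reading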
TNAP act hi DEA = activators of human TNAP at high phosphate acceptor concentration | P05186 | purified TNAP, CDP-star luminescence, 1 M DEA, 30 min; stronger effect = higher value; 0 = EDTA background, 1 = DMSO-only activity | activation factor at 20 µM | 200,000 tested, under 10 active | AID 1136;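 active = activation factor at least 2 at 20 µM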
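Assay system: human TNAP; Input: enzyme diluted 1/800 final; Reagent: CDP-star luminogenic substrate at 100 µM final; Timing: 30 min, room temperature; Signal: luminescence; Evaluation: TNAP activation factor scaled between EDTA and DMSO control wells.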
Active calls of the source: *.

Cc1cccc2sc(NC(=O)c3ccc(Cl)s3)nc12 was read as G6PDH counter -4, FLuc stim CS 1, PMI act satM6P 1, HMGR II inh 2, TNAP inh hi DEA -7, Diaphorase act 0.9, TNAP inh no acc -21, PMI activator 1, Diaph inh CS 13 and TNAP act hi DEA 1.1.
For O=C(C1CC1)N1CCCN(C(=O)C2CC2)CC1 the results were G6PDH counter 4, FLuc stim CS 1, PMI act satM6P 0.9, HMGR II inh -6, TNAP inh hi DEA -4, Diaphorase act 0.9, TNAP inh no acc -14, PMI activator 0.9, Diaph inh CS 12 and TNAP act hi DEA 1.
For CC(=O)c1ccc(N2Cc3ccccc3C3(CCOCC3)C2=N)cc1 the results were G6PDH counter 12, FLuc stim CS 0.9, PMI act satM6P 0.9, HMGR II inh -1, TNAP inh hi DEA -6, Diaphorase act 1, TNAP inh no acc -8, PMI activator 1.1, Diaph inh CS -1 and TNAP act hi DEA 1.1.
O=c1c2ccccc2c(/C=N/NS(=O)(=O)c2ccccc2)c(O)n1-c1ccccn1 was read as G6PDH counter 1, FLuc stim CS 1, PMI act satM6P 1, HMGR II inh 2, TNAP inh hi DEA 3, Diaphorase act 0.8, TNAP inh no acc -23, PMI activator 1.3, Diaph inh CS 22 and TNAP act hi DEA 1.
Screening O=S(=O)(CCc1ccccc1)/N=C/c1cccs1 returned G6PDH counter -1, FLuc stim CS 1.1, PMI act satM6P 1, HMGR II inh 0, TNAP inh hi DEA -11, Diaphorase act 0.9, TNAP inh no acc -13, PMI activator 1.1, Diaph inh CS 11 and TNAP act hi DEA 1.1.
Screening CCOc1ccc2[nH]c(=O)c(CN(CCOC)C(=O)N3CCOCC3)cc2c1 returned G6PDH counter -16, FLuc stim CS 1.1, PMI act satM6P 0.9, HMGR II inh -3, TNAP inh hi DEA -8, Diaphorase act 0.8, TNAP inh no acc -12, PMI activator 0.9, Diaph inh CS 21 and TNAP act hi DEA 1.1.
Screening Cc1c(OCc2nn[nH]n2)ccc2c(-c3ccccc3)cc(=O)oc12 returned G6PDH counter 7, FLuc stim CS 1, PMI act satM6P 1, HMGR II inh -2, TNAP inh hi DEA -2, Diaphorase act 0.8, TNAP inh no acc 10, PMI activator 1.1, Diaph inh CS 15 and TNAP act hi DEA 1.
Screening COc1ccc(NC(=S)N(CCN(C)C)C(C)c2ccco2)cc1 (stereo not drawn) returned G6PDH counter -2, FLuc stim CS 1, PMI act satM6P 0.9, HMGR II inh -3, TNAP inh hi DEA 2, Diaphorase act 0.8, TNAP inh no acc -3, PMI activator 0.8, Diaph inh CS 18 and TNAP act hi DEA 1.
`Cc1cc(NC(=O)c2ccc(Cl)c(S(=O)(=O)N3CCOCC3)c2)no1` gave G6PDH counter 6, FLuc stim CS 1, PMI act satM6P 1, HMGR II inh 6, TNAP inh hi DEA -8, Diaphorase act 1.1, TNAP inh no acc -5, PMI activator 1.1, Diaph inh CS -9 and TNAP act hi DEA 1.1.
Screening CN(C)/C=C/C(=O)/C=C/c1cn(-c2ncc(C(F)(F)F)cc2Cl)c2ccccc12 returned G6PDH counter -28, FLuc stim CS 1, PMI act satM6P 1, HMGR II inh 1, TNAP inh hi DEA 8, Diaphorase act 0.9, TNAP inh no acc 5, PMI activator 0.9, Diaph inh CS 14 and TNAP act hi DEA 0.9.
`COc1cnc(-c2cccc(C(F)(F)F)c2)[nH]c1=O` gave G6PDH counter 0, FLuc stim CS 1, PMI act satM6P 1, HMGR II inh -2, TNAP inh hi DEA 1, Diaphorase act 1, TNAP inh no acc -5, PMI activator 1, Diaph inh CS 4 and TNAP act hi DEA 1.
For CCOC(=O)c1cccc(COC(=O)c2cccc(-c3nnc(-c4ccccc4)o3)c2)c1 the results were G6PDH counter 9, FLuc stim CS 1, PMI act satM6P 1, HMGR II inh 1, TNAP inh hi DEA -1, Diaphorase act 0.9, TNAP inh no acc -8, PMI activator 0.8, Diaph inh CS 14 and TNAP act hi DEA 1.
Cc1ccc(S(=O)(=O)NC(C(=O)N2CCOCCOCCOCC2)c2ccccc2)cc1 (stereo not drawn) was read as G6PDH counter 8, FLuc stim CS 1, PMI act satM6P 0.9, HMGR II inh 0, TNAP inh hi DEA 2, Diaphorase act 1, TNAP inh no acc 7, PMI activator 1.1, Diaph inh CS -1 and TNAP act hi DEA 1.
CC(C)CC1NC(=O)N(CC(=O)N2CCN(S(=O)(=O)c3ccc4ccccc4c3)CC2)C1=O (stereo not drawn) was read as G6PDH counter -41, FLuc stim CS 1, PMI act satM6P 0.9, HMGR II inh -1, TNAP inh hi DEA -4, Diaphorase act 0.8, TNAP inh no acc -12, PMI activator 0.9, Diaph inh CS 17 and TNAP act hi DEA 1.
Screening O=C(Cn1cnc2c(cnn2-c2ccc(F)cc2)c1=O)OCc1ccccc1 returned G6PDH counter 12, FLuc stim CS 1, PMI act satM6P 1, HMGR II inh -7, TNAP inh hi DEA -4, Diaphorase act 0.9, TNAP inh no acc -7, PMI activator 0.9, Diaph inh CS 10 and TNAP act hi DEA 1.
For Cc1ccccc1OCCC(=O)OCC(=O)Nc1cc(S(=O)(=O)N2CCOCC2)ccc1Cl the results were G6PDH counter -3, FLuc stim CS 1.1, PMI act satM6P 1, HMGR II inh 13*, TNAP inh hi DEA 0, Diaphorase act 0.8, TNAP inh no acc -11, PMI activator 1, Diaph inh CS 16 and TNAP act hi DEA 1.
Screening COc1cc2c(=O)c(-c3ccc(O)cc3)coc2cc1OC1OC(CO)C(O)C(O)C1O (stereo not drawn) returned G6PDH counter 22, FLuc stim CS 1, PMI act satM6P 0.9, HMGR II inh -3, TNAP inh hi DEA -4, Diaphorase act 0.9, TNAP inh no acc -6, PMI activator 1, Diaph inh CS 9 and TNAP act hi DEA 1.
For CCN(CC)S(=O)(=O)c1ccc(O)c(C(=O)OCC(=O)Nc2cc(C)c(C)cc2[N+](=O)[O-])c1 the results were G6PDH counter -4, FLuc stim CS 1, PMI act satM6P 1, HMGR II inh -4, TNAP inh hi DEA 0, Diaphorase act 0.9, TNAP inh no acc -5, PMI activator 1, Diaph inh CS 13 and TNAP act hi DEA 1.
For O=C(COC(=O)Cn1cnc2ccccc21)NCc1ccc(F)cc1 the results were G6PDH counter 2, FLuc stim CS 1.1, PMI act satM6P 1.1, HMGR II inh 3, TNAP inh hi DEA -3, Diaphorase act 1, TNAP inh no acc -9, PMI activator 1.2, Diaph inh CS -2 and TNAP act hi DEA 1.
For N#C/C(=C/N1CCOCC1)c1ccccc1 the results were G6PDH counter 19, FLuc stim CS 1, PMI act satM6P 1, HMGR II inh 2, TNAP inh hi DEA -1, Diaphorase act 1.1, TNAP inh no acc -8, PMI activator 1, Diaph inh CS -6 and TNAP act hi DEA 1.

Arranged by length of the SMILES (descending): some entries from above
For CCN(CC)S(=O)(=O)c1ccc(O)c(C(=O)OCC(=O)Nc2cc(C)c(C)cc2[N+](=O)[O-])c1 the results were G6PDH counter -4, FLuc stim CS 1, PMI act satM6P 1, HMGR II inh -4, TNAP inh hi DEA 0, Diaphorase act 0.9, TNAP inh no acc -5, PMI activator 1, Diaph inh CS 13 and TNAP act hi DEA 1.
For CCOC(=O)c1cccc(COC(=O)c2cccc(-c3nnc(-c4ccccc4)o3)c2)c1 the results were G6PDH counter 9, FLuc stim CS 1, PMI act satM6P 1, HMGR II inh 1, TNAP inh hi DEA -1, Diaphorase act 0.9, TNAP inh no acc -8, PMI activator 0.8, Diaph inh CS 14 and TNAP act hi DEA 1.
O=c1c2ccccc2c(/C=N/NS(=O)(=O)c2ccccc2)c(O)n1-c1ccccn1 was read as G6PDH counter 1, FLuc stim CS 1, PMI act satM6P 1, HMGR II inh 2, TNAP inh hi DEA 3, Diaphorase act 0.8, TNAP inh no acc -23, PMI activator 1.3, Diaph inh CS 22 and TNAP act hi DEA 1.

Continuation:
CC(C)c1[nH]nc2c1C(c1ccco1)C(C#N)=C(N)O2 (stereo not drawn) was read as G6PDH counter 18, FLuc stim CS 1, PMI act satM6P 0.9, HMGR II inh 3, TNAP inh hi DEA 18, Diaphorase act 0.9, TNAP inh no acc 0, PMI activator 0.9, Diaph inh CS 6 and TNAP act hi DEA 0.8.
COc1cccc2sc(NNC(=O)c3nc4ccccc4s3)nc12 was read as G6PDH counter -4, FLuc stim CS 1, PMI act satM6P 1.2, HMGR II inh -1, TNAP inh hi DEA 15, Diaphorase act 0.8, TNAP inh no acc -178, PMI activator 1.1, Diaph inh CS 15 and TNAP act hi DEA 0.9.
CN(CC(=O)Nc1ccc(Cl)c(C(F)(F)F)c1)Cc1cc(=O)n2ccsc2n1 was read as G6PDH counter 0, FLuc stim CS 1.1, PMI act satM6P 1, HMGR II inh -4, TNAP inh hi DEA -1, Diaphorase act 0.8, TNAP inh no acc -2, PMI activator 1, Diaph inh CS 16 and TNAP act hi DEA 1.
`COc1ccc(OC)c(-c2csc(NC(=O)CSc3ccc([N+](=O)[O-])cc3)n2)c1` gave G6PDH counter 13, FLuc stim CS 1.1, PMI act satM6P 1, HMGR II inh -1, TNAP inh hi DEA -1, Diaphorase act 0.8, TNAP inh no acc -8, PMI activator 0.9, Diaph inh CS 25 and TNAP act hi DEA 1.
`CCCCNC(=S)NNC(=O)c1c(C)nc2ccccn12` gave G6PDH counter 1, FLuc stim CS 1, PMI act satM6P 1, HMGR II inh 4, TNAP inh hi DEA -1, Diaphorase act 1, TNAP inh no acc -107, PMI activator 1, Diaph inh CS 5 and TNAP act hi DEA 1.
`O=C(NNc1cc(N2CCOCC2)nc(N2CCOCC2)n1)c1ccc(Cl)cc1Cl` gave G6PDH counter 15, FLuc stim CS 1.1, PMI act satM6P 0.5, HMGR II inh -5, TNAP inh hi DEA -3, Diaphorase act 0.9, TNAP inh no acc -2, PMI activator 0.7, Diaph inh CS 12 and TNAP act hi DEA 1.
COC(=O)C1=C(N)Oc2cc(C)n(CC3CCCO3)c(=O)c2C1c1ccccc1 (stereo not drawn) was read as G6PDH counter 11, FLuc stim CS 1, PMI act satM6P 0.8, HMGR II inh -2, TNAP inh hi DEA -4, Diaphorase act 0.8, TNAP inh no acc -5, PMI activator 0.8, Diaph inh CS 16 and TNAP act hi DEA 1.
Cc1[nH]c(=O)[nH]c(=O)c1S(=O)(=O)N1CCCC(C(=O)NCc2ccc3c(c2)OCO3)C1 (stereo not drawn) was read as G6PDH counter 10, FLuc stim CS 1, PMI act satM6P 1.1, HMGR II inh 1, TNAP inh hi DEA -6, Diaphorase act 0.9, TNAP inh no acc -18, PMI activator 1.1, Diaph inh CS 7 and TNAP act hi DEA 1.1.
